Screening results as filed in PubChem.
tim23-1 inh = inhibits growth of tim23-1 mutant yeast; S. cerevisiae tim23-1 growth, BacTiter-Glo luminescence, 24 h; inhibition, % at 20 µM; hit rate 1.3% among 330,000; AID 463212;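 active = growth inhibition of the mutant yeast at or above 50%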;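 note: temperature-sensitive mutant grown at 25 °C; plate controls were DMSO-treated mutant yeast for no effect and medium wells lacking yeast for full effect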
GRIN3A LBD mod = NR3A (human) ligand-binding domain modulation | NR3A LBD differential scanning fluorimetry, Tm shift; 0% = protein alone, 100% = glycine-bound protein | Tm shift relative to glycine control, % at 25 µM | hit rate 2.5% among 340,000;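 active = melting temperature shift of at least 10% of the positive control shift, at one fixed dose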
MPTP inh = permeability transition pore inhibition; isolated mouse mitochondria, Ca2+ swelling absorbance, 30 min; inhibition, % at 10 µM; hit rate 1.4% among 360,000; AID 602449;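 active = inhibition of 50% or more, scaled per plate between neutral and stimulator controls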;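 note: 0% = DMSO wells given calcium and 100% = 1 mM EGTA wells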
TIM10 inh = growth inhibitors of TIM10 yeast strain; S. cerevisiae TIM10 strain growth, BacTiter-Glo luminescence, 24 h; inhibition, % at 10 µM; hit rate 1.4% among 330,000;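 active = inhibition of 40% or more at the single tested concentration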;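 note: wild-type TIM10 isogenic control strain grown at permissive 25 °C; 0% = DMSO yeast wells and 100% = minimal medium wells without yeast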
APJ antag = antagonists of human APJ apelin receptor; inhibition, % at 20 µM; CHO-K1 APJ beta-arrestin complementation, luminescence; P35414; hit rate 0.32% among 330,000; AID 2521;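 active = inhibition above about 40% at 20 µM, limit read from the data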;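 note: cells challenged with 10 nM apelin-13 agonist together with compound; plate controls were apelin-13 plus DMSO wells for no effect and DMSO wells lacking apelin-13 for full effect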
Target sequence (P35414 whole entry, looked up): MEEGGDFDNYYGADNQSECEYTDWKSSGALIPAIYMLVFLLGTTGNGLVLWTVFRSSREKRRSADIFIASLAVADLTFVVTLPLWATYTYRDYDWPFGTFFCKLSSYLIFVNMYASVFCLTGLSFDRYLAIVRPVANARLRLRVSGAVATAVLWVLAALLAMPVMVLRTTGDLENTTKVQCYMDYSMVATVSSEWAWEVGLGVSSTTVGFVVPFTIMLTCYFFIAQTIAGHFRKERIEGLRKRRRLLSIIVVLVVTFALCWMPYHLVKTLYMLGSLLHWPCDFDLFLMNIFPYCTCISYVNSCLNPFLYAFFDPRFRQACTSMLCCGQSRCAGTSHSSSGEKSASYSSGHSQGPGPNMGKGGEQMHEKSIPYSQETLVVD
tim10-1 inh = tim10-1 yeast growth inhibition; hit rate 2.2% among 330,000; S. cerevisiae tim10-1 ts strain growth, BacTiter-Glo, 24 h; AID 463190; inhibition, % at 20 µM;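 active = inhibition of at least 40%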;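 note: mutant grown at 25 °C; 0% = DMSO wells with yeast and 100% = wells holding no yeast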
beta cell repl = induces beta-cell replication in MIN6 cells; hit rate 0.29% among 330,000; proliferation, % at 10 µM; MIN6 cells proliferation, ATPlite luminescence, 48 h; cells starved in 0.2% serum; 100% = growth in 10% serum; AID 2380;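 active = compounds whose signal lies at least 3.5 SD above the mean of all wells on their plate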;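 note: 0% = DMSO-treated cells in low-serum medium and 100% = 10% serum control; some compounds called inactive have numbers as strong as hits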
NLRP3 yeast inh = blocks the NALP3 inflammasome reconstituted in yeast; Yeast reconstituted NLRP3/ASC/caspase-1, beta-gal luminescence, 24 h; inhibition, % at 10 µM; hit rate 0.39% among 330,000; AID 2825;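 active = inhibition of 50% or more; inactive = inhibition below 50%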;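 note: plate controls were induced DMSO wells for no effect and uninduced yeast grown without galactose for full effect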
APJ agonist = agonists of human APJ apelin receptor; P35414; CHO-K1 APJ PathHunter beta-arrestin, luminescence; 0% DMSO wells, 100% apelin; AID 2520; hit rate 0.11% among 330,000; activation, % at 20 µM;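 active = activation more than six SD over the plate average, tested at 20 µM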;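 note: 0% = DMSO alone and 100% = apelin-13 at 10 nM; some results filed as inactive read as strong as hits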
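Assay system – PathHunter CHO-K1 APJ (AGTRL-1) beta-arrestin reporter cells · Compound – one dose, 20 µM compound, 1% DMSO · Timing – compound 90 min 25 °C, reagent 1 h · Measured by – luminescence from split beta-galactosidase complementation, Galacton Star/Emerald II substrate · Measure – beta-arrestin recruitment to APJ as agonist activity, luminescent signal · Benchmarks – DMSO vs Apelin-13 10 nM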
* hit, by the source's call; / = not tested or not shown.

SMILES	tim23-1 inh	GRIN3A LBD mod	MPTP inh	TIM10 inh	APJ antag	tim10-1 inh	beta cell repl	NLRP3 yeast inh	APJ agonist
CO/N=C1\CCCc2c(C(=O)NN)sc(SC)c21	28	1	0.2	22	-22	23	0	16	6
Cn1ncc2c(NCc3cccc(C(F)(F)F)c3)c(C(=O)O)cnc21	-4	/	/	4	10	-7	-1	14	-1
Cc1ccc(-c2nc3sc4c(c3c(=O)n2N)CC(C)(C)OC4)cc1	5	2	0.4	24	2	20	0	-2	3
O=Cc1ccc2ccc3cccnc3c2n1	30	-2	0.5	9	-1	42*	-4	3	-4
COc1cc(-c2nc3cccc(C)n3c2NCC2CCCO2)ccc1O (stereo unspecified)	26	1	0.5	14	16	32	-1	-15	4
CC1CCCCC12NC(=O)N(CC(=O)NNC(=O)c1ccc(Br)cc1)C2=O (stereo unspecified)	-1	0	1.4	-1	2	-22	-2	4	-3
CCc1ccc(Nc2nc(C)cc(C)n2)cc1	16	-1	-0.7	6	18	14	-6	11	-1
Cc1ccc(C(C)(C)C)cc1S(=O)(=O)Nc1cccc(C(=O)N2CCN(c3ccccn3)CC2)c1	30	-3	2.6	22	-3	26	-5	18	-3
N=C1/C(=C/c2cccn2-c2cccc([N+](=O)[O-])c2)C(=O)N=C2SC=CN12	-22	/	/	-18	5	24	0	-35	-2
COc1ccnc(CS(=O)c2nc3cc(OC(F)F)ccc3[nH]2)c1OC (stereo unspecified)	-4	/	/	6	15	-6	-5	5	-6
O=C(NNC(=O)c1ccc(Cl)cc1Cl)c1csc(-c2cccnc2)n1	-2	1	0.9	-4	-9	2	-3	4	-2
c1ccc(C[C@H]2CN=C(Nc3ccccc3)N2CC2CCCCCC2)cc1	7	0	1.1	6	18	20	-6	10	-5
Cc1ccc(N=C(c2cccs2)N2CCOCC2)cc1	13	0	-2.4	-4	10	-2	-1	-25	0
CCN1CCN(/C=N/c2nc(C)cs2)CC1	6	5	0.6	-3	21	-13	-2	13	3
CC(=O)c1cccc(NC(=O)N[C@@H](CC(C)C)C(=O)O)c1	10	3	-0.6	-15	3	14	-4	25	1
COC(=O)[C@H](CC(C)C)N(Cc1ccccc1)S(=O)(=O)N(Cc1ccccc1)[C@@H](CC(C)C)C(=O)OC	20	-10	19	9	29	22	-6	-2	1
CN1CCN(c2ccc([N+](=O)[O-])cc2NC(=O)c2ccccc2)CC1	-15	2	0.0	-12	25	8	-2	14	-5
CCOC(=O)c1sc(=S)n2c1[nH]c(=O)c1ccc(C(=O)OC)cc12	8	-6	29	-3	13	0	-4	-6	-4
CCOc1ccc(C2NC(=O)CCC2[N+](=O)[O-])cc1 (stereo unspecified)	-7	-1	-0.3	-8	-17	-12	-1	27	-1
CCc1ccc(Nc2n[n+](-c3ccccc3)c(-c3cccc(Cl)c3Cl)s2)cc1	36	16*	57*	29	17	28	-9	26	-6
COc1ccc(CC(=O)NC(=S)Nc2ccc(S(N)(=O)=O)cc2)cc1	12	3	-0.5	11	16	2	0	12	-1
CC(=O)c1cccc(NC(=O)CCn2c(=S)oc3ccccc32)c1	-4	5	-0.2	-8	-2	-9	1	18	-5
CCCNC(=O)c1nnsc1Sc1ccc(Cl)cc1	11	0	-0.3	16	-9	16	1	16	4
CCOC(=O)c1c(N)sc(C(=O)Nc2ccccc2)c1C	55*	27*	-2.0	41*	8	-8	-4	45	-3
O=C(COC(=O)C1c2ccccc2Oc2ccccc21)Nc1ccc2c(c1)OCO2	-19	-1	-15	-16	-2	-2	0	6	-1

Following part.
SMILES	tim23-1 inh	GRIN3A LBD mod	MPTP inh	TIM10 inh	APJ antag	tim10-1 inh	beta cell repl	NLRP3 yeast inh	APJ agonist
O=C1CSC(c2ccncc2)N1Cc1ccc(F)cc1 (stereo unspecified)	17	-1	1.6	13	11	8	-3	6	0
Clc1ccc(-c2nc3ncccn3c2Cl)cc1	14	0	-8.8	6	9	15	0	13	-2
COC(=O)c1ccc(CSc2nnc(CNC(=O)c3ccc(OC)cc3)o2)o1	-8	0	-1.1	-4	7	6	-3	11	-3
O=C(Nc1ccccc1)[C@@H]1CCCN1S(=O)(=O)c1ccc(Cl)cc1	10	1	0.3	-9	4	2	-3	12	-2
Cc1c(C)n2c(SCC(=O)N3CCN(c4ccccc4)CC3)nnc2[nH]c1=O	-5	-1	-3.0	3	20	-11	1	-6	1
CCn1c(N2CCN(S(=O)(=O)c3ccc(Cl)cc3)CC2)nc2ccccc21	63*	-2	20	13	3	21	-2	7	3
c1ccc(OCCCn2nnc(-c3ccncc3)n2)cc1	1	2	0.8	9	4	21	0	18	-3
CC1(C)CC(=O)C2=C(C1)OC(N)=C(C#N)C2c1ccccc1 (stereo unspecified)	3	-2	1.5	2	0	10	1	11	-1
CN(Cc1cccc(F)c1)C(=O)c1ccccc1Sc1ccccc1C#N	34	0	-0.1	4	8	35	-3	19	-5
CCOC(=O)C1(CC2CC2)CCN(Cc2cc(Cl)c(O)c(OC)c2)CC1	4	1	1.2	6	-14	4	-2	9	-3
O=C(Nc1ccc2oc(-c3ccccc3F)nc2c1)c1ccco1	58*	-5	5.0	67*	-21	30	-3	55*	1
Cc1ccc(NC(=O)CN2C(=O)NC3(CCCC3)C2=O)c(Cl)c1	10	2	-0.2	19	-14	12	-2	1	4
O=C(CSc1nc2cc(C(F)(F)F)ccc2n1Cc1ccccc1)NC1CCS(=O)(=O)C1 (stereo unspecified)	9	-2	-1.2	5	-10	2	2	-3	-1
N#Cc1nc(-c2cccs2)oc1NCCCN1CCOCC1	14	2	-0.6	12	-3	2	-1	10	1
CCOc1cc(/C=N/O)ccc1OCc1ccc(F)cc1	26	-3	-1.1	1	-8	5	-4	20	-4
COC(=O)c1ccc(C)c(NS(=O)(=O)c2ccc(C)c([N+](=O)[O-])c2)c1	10	-8	-0.1	37	-1	26	-1	-14	-5
Cc1ccc(C2=NN(C3=NN=C(N)Cc4ncnn43)C(O)(C(F)(F)F)C2)cc1 (stereo unspecified)	3	-2	1.8	10	-1	15	-3	-8	-5
Cc1cccc(C)c1NC(=O)Nc1ccccc1-n1ccnc1	-1	1	0.3	3	8	0	2	2	-4
O=C(c1ccco1)N1CCN(Cc2cc(=O)c(OCc3ccccc3Cl)co2)CC1	-2	-1	-1.8	-7	22	1	2	6	2
NC(=S)NNc1cccc2cccnc12	58*	1	-1.2	17	-46	20	-6	15	-1
Cn1c(SCc2cccc(Cl)c2)nc(C(F)(F)F)cc1=O	19	4	0.4	12	10	8	-4	-1	-2
Cc1cc(C)cc(NC(=O)CSc2nnc(-c3cc(C)[nH]n3)n2N)c1	6	0	-1.6	-7	13	-7	-2	2	-3
CCCCN1CC(=O)N2[C@H]3c4ccc(OC)cc4OC[C@@H]3[C@H](c3ccccc3)[C@]2(C)C1=O	41	-2	-1.4	11	6	22	-2	6	-1
CC(=O)OCC[n+]1c(C)n(-c2ccccc2)c2ccc(Cl)cc21	0	-3	-0.7	-4	3	-7	2	24	1
Cc1ccc(S(=O)(=O)NCCC(=O)OCc2ccc([N+](=O)[O-])cc2)cc1C	14	-9	-0.3	-4	-3	0	-5	2	-4

Already shown: entries from further up.
SMILES	tim23-1 inh	GRIN3A LBD mod	MPTP inh	TIM10 inh	APJ antag	tim10-1 inh	beta cell repl	NLRP3 yeast inh	APJ agonist
CCOC(=O)C1(CC2CC2)CCN(Cc2cc(Cl)c(O)c(OC)c2)CC1	4	1	1.2	6	-14	4	-2	9	-3
O=C(Nc1ccc2oc(-c3ccccc3F)nc2c1)c1ccco1	58*	-5	5.0	67*	-21	30	-3	55*	1
Cc1ccc(NC(=O)CN2C(=O)NC3(CCCC3)C2=O)c(Cl)c1	10	2	-0.2	19	-14	12	-2	1	4
O=C(CSc1nc2cc(C(F)(F)F)ccc2n1Cc1ccccc1)NC1CCS(=O)(=O)C1 (stereo unspecified)	9	-2	-1.2	5	-10	2	2	-3	-1
N#Cc1nc(-c2cccs2)oc1NCCCN1CCOCC1	14	2	-0.6	12	-3	2	-1	10	1
CCOc1cc(/C=N/O)ccc1OCc1ccc(F)cc1	26	-3	-1.1	1	-8	5	-4	20	-4
COC(=O)c1ccc(C)c(NS(=O)(=O)c2ccc(C)c([N+](=O)[O-])c2)c1	10	-8	-0.1	37	-1	26	-1	-14	-5
Cc1ccc(C2=NN(C3=NN=C(N)Cc4ncnn43)C(O)(C(F)(F)F)C2)cc1 (stereo unspecified)	3	-2	1.8	10	-1	15	-3	-8	-5
Cc1cccc(C)c1NC(=O)Nc1ccccc1-n1ccnc1	-1	1	0.3	3	8	0	2	2	-4
O=C(c1ccco1)N1CCN(Cc2cc(=O)c(OCc3ccccc3Cl)co2)CC1	-2	-1	-1.8	-7	22	1	2	6	2
NC(=S)NNc1cccc2cccnc12	58*	1	-1.2	17	-46	20	-6	15	-1
Cn1c(SCc2cccc(Cl)c2)nc(C(F)(F)F)cc1=O	19	4	0.4	12	10	8	-4	-1	-2
Cc1cc(C)cc(NC(=O)CSc2nnc(-c3cc(C)[nH]n3)n2N)c1	6	0	-1.6	-7	13	-7	-2	2	-3
CCCCN1CC(=O)N2[C@H]3c4ccc(OC)cc4OC[C@@H]3[C@H](c3ccccc3)[C@]2(C)C1=O	41	-2	-1.4	11	6	22	-2	6	-1
CC(=O)OCC[n+]1c(C)n(-c2ccccc2)c2ccc(Cl)cc21	0	-3	-0.7	-4	3	-7	2	24	1

(listing goes on)
SMILES	tim23-1 inh	GRIN3A LBD mod	MPTP inh	TIM10 inh	APJ antag	tim10-1 inh	beta cell repl	NLRP3 yeast inh	APJ agonist
COc1ccc(-c2noc(CCC(=O)NCC3CCCO3)n2)cc1 (stereo unspecified)	14	1	-0.4	21	6	8	-1	28	-1
C(/C=C/C=C/Nc1ccccc1)=Nc1ccccc1	0	4	0.1	0	15	13	3	-5	0
CCOC(=O)c1c(C)nc(-c2ccccc2)nc1NC(=O)CC	4	0	-0.9	8	22	12	-3	5	-1
COc1ccc(-c2cc3nc4c(c(=O)n3[nH]2)CCC4)cc1	-12	2	0.0	8	-13	3	-3	-3	-6
Cc1ccc(COC(=O)c2cccc(S(=O)(=O)N3CCCCC3)c2)cc1	21	0	-1.6	5	32	18	-4	13	-3
Cc1cccc(NC(=O)c2ccc([N+](=O)[O-])o2)n1	-18	1	-0.3	60*	-44	5	-3	3	3
COc1ccc(S(=O)(=O)N2CCCCC2)cc1NC(=O)CCc1nc2ccccc2c(=O)[nH]1	-8	-3	-2.5	-8	10	2	-4	0	-3
Nc1nc(NCc2ccco2)nc(N2CCCCC2)c1[N+](=O)[O-]	25	-6	0.5	16	15	17	0	30	0
O=c1c(-c2ccc(Cl)cc2)[n+]([O-])c2ccccc2n1OCc1ccccn1	13	0	2.8	12	7	24	3	-3	-3
Cc1ccnc2nc(C(=O)OCCOc3ccc(Cl)cc3)nn12	7	1	-1.1	1	20	12	-3	-2	-3
Cc1cc(NC(=O)COC(=O)c2n[nH]c3ccccc23)no1	-12	-1	0.0	-6	6	9	-1	2	-2
Cc1cc(C)c(S(=O)(=O)N2CCCC(C(=O)NCc3cccnc3)C2)c(C)c1 (stereo unspecified)	8	-2	-1.9	0	1	11	-3	7	-5
COc1ccc(N(CC(=O)NCc2ccccc2)S(=O)(=O)c2c(C)noc2C)cc1	23	1	1.1	18	14	20	0	5	0
